Source: PubChem
M18AAP inhibitor = PfM18AAP enzyme inhibition | recombinant PfM18AAP, H-Glu-NHMec fluorogenic cleavage | inhibition, % at 7.35 µM | 290,000 tested, 1.2% active;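 active means inhibition above the campaign mean inhibition over all tested compounds plus 3 SD, cut at about 28% in these data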;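 further: 0% = plate median of test compound wells and 100% = 2 mM ZnCl2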
NALP1 inh = blocks the NALP1 inflammasome reconstituted in yeast; 280,000 tested, 0.61% active; inhibition, % at 10 µM; S. cerevisiae NALP1/ASC/caspase-1 growth, X-gal OD620, 72 h; in the data active means inhibition mostly above about 24%, no sharp cut-off; inactive means mostly below about 32%; further: some compounds called inactive have numbers as strong as hits
GPR7 antag = blocks human GPR7 receptor signaling | P48145 | 290,000 tested, 1.1% active | GPR7-expressing cells, fluorescence antagonist assay | inhibition, % at 4.4 µM | AID 1861; in the data active means inhibition above about 16%, passing the limit was not always enough;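 further: cells stimulated with the agonist NPW; 0% = agonist with vehicle and 100% = vehicle without agonist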
IDE cell activ = activators of human insulin-degrading enzyme in cells; P14735; HEK cells, FAbeta-B cleavage, fluorescence polarization; 0% vehicle, 100% cell-free pure enzyme wells; activation, % at 5.96 µM; 340,000 tested, 0.073% active; AID 493087;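 active means activation above the mean of all tested compounds plus 3 SD, set per screening campaign, cut at about 17% in these data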
Target sequence (P14735 whole entry, looked up): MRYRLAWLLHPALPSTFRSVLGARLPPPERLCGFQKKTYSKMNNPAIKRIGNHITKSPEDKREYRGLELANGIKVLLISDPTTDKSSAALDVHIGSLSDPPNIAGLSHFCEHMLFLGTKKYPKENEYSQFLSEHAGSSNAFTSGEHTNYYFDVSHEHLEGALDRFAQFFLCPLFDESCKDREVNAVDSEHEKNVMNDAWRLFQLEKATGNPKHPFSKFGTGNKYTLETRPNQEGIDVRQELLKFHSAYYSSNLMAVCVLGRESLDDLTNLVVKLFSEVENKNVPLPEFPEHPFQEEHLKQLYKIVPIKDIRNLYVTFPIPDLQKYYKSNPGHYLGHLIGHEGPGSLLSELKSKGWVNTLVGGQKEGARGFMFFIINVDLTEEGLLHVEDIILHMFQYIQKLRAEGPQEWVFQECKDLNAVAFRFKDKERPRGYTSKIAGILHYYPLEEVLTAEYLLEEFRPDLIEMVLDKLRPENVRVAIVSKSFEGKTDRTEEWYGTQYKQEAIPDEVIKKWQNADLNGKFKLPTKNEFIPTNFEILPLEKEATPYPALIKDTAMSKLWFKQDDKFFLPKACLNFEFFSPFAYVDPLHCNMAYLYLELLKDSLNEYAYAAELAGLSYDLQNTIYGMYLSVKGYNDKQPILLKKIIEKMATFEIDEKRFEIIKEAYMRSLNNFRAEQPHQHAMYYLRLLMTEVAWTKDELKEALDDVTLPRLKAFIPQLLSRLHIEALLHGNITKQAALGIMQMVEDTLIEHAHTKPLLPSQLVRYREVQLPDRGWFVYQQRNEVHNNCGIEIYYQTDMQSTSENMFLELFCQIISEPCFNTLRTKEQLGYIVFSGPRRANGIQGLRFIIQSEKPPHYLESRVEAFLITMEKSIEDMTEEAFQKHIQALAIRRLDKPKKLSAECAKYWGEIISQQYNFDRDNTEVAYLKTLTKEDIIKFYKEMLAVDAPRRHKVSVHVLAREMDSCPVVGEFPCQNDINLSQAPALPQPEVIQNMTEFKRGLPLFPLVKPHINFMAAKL
IMP-1 inh = inhibitors of Pseudomonas aeruginosa IMP-1 metallo-beta-lactamase | purified IMP-1, nitrocefin hydrolysis, epi-absorbance fluorescence | inhibition, % at 5.6 µM | 290,000 tested, 0.45% active;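 active means inhibition above the mean plus 3 SD of all compounds in the same screening run, cut at about 4.5% in these data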;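 further: 0% = IMP-1 with DMSO and 100% = DMSO wells lacking enzyme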
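System: purified IMP-1 / Input: IMP-1 dispensed at 0.2 nM / Medium: 50 mM HEPES pH 7.1, 50 µM ZnSO4, 0.05% Brij 35 / Timing: 15 min enzyme–compound preincubation, then 25 min nitrocefin reaction, 25 °C / Technique: plate fluorescence quenching by hydrolysis product, ex 480/em 530 nm / Repeats: singlicate testing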
PHOSPHO1 block = inhibitors of human PHOSPHO1 phosphatase | Q8TCT1 | recombinant PHOSPHO1, absorbance phosphatase assay | inhibition, % at 13.3 µM | 290,000 tested, 1.1% active; in the data active means inhibition above about 60%
pCIP destab = p/CIP protein destabilization; Q05BA5; F442A p/CIP-EGFP cells, EGFP fluorescence, 16 h; decrease of EGFP signal, % at 10 µM; 290,000 tested, 0.01% active; AID 1984;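 active means EGFP signal decrease of at least 30% at 10 µM or well 3 SD below plate mean, unless failing retest; inactive means the rest, including hits failing retest or dose response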; further: some compounds called inactive have numbers as strong as hits; many of its hits are not listed in these tables
IDE cell inh = inhibits human insulin-degrading enzyme in HEK cells. FAbetaB cleavage, fluorescence polarization. inhibition, % at 5.59 µM. 320,000 tested, 0.41% active. AID 434962;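 active means percent inhibition above the average of all tested compounds plus 3 SD, set per screening campaign, cut at about 16% in these data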;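 further: IDE supplied by intact live HEK cells; FP after avidin binding of uncleaved biotin substrate so inhibition keeps polarization high; 0% = DMSO wells and 100% = 60 µM reference IDE inhibitor Ii1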
VIM-2 inhibitor = blocks Pseudomonas aeruginosa VIM-2 metallo-beta-lactamase. purified VIM-2, nitrocefin hydrolysis, epi-absorbance fluorescence. inhibition, % at 5.6 µM. 290,000 tested, 0.89% active;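 active means inhibition above the mean of all tested compounds plus 3 SD, cutoff set per screening run, cut at about 7.5% in these data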;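 further: red hydrolysis product quenches plate fluorescence so inhibitors raise well fluorescence; 0% = enzyme with DMSO and 100% = DMSO without enzyme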
Numbers without * were called inactive; nt = not tested or not shown.

item	M18AAP inhibitor	GPR7 antag	PHOSPHO1 block	SMILES	IDE cell inh	pCIP destab	IDE cell activ	VIM-2 inhibitor	NALP1 inh	IMP-1 inh
1	-9	2	-1	CC(C)OC(=O)NCCOC(=O)Nc1ccc(Cl)c(Cl)c1	-1	3	-5	-0.7	-5	-0.9
2	-2	-13	42	CC(=O)Oc1ccc(NC(=O)Cc2ccccc2)c(C(=O)O)c1	-1	-4	1	-2.0	14	-2.3
3	13	6	25	COc1cc(NC(=S)N2CCCC(CO)C2)cc(OC)c1 (centres undefined)	2	-8	0	0.0	0	0.2
4	-3	-17	-7	CCOC(=O)c1cc(C)n(Cc2ccc(OCC)c(OC)c2)c1C	6	-12	-1	-0.8	24	-2.1
5	-7	-13	28	Cc1c(C(=O)NCCSCc2c(F)cccc2Cl)cnn1-c1ccc(Cl)cc1	10	4	nt	-1.3	4	-0.7
6	-1	7	-32	CCOC(=O)c1ccc(N2C(=O)C3C(C2=O)C(C(=O)c2ccc(Cl)cc2)N2CCCC32)cc1 (centres undefined)	6	-9	1	-3.9	7	-2.8
7	-1	9	-5	CCCCCC(O)(CCN1CCCCC1)c1ccc(OCC)cc1 (centres undefined)	0	8	1	0.2	6	-1.9
8	-1	-7	23	CCCCN(CC)CCNC(=O)c1cc2c(=O)n(C)c3ccccc3c2s1	6	-2	-1	21*	34	1.1
9	0	0	22	CCOc1ccc(C(=O)Nc2ccc(S(=O)(=O)N3CCOCC3)cc2)cc1OCC	-3	0	3	-3.8	24	-3.9
10	0	-11	3	Oc1ccccc1C=NCC(O)c1ccccc1 (centres undefined)	1	-10	0	-3.2	14	-1.6
11	-7	1	-18	Cc1ccc(S(=O)(=O)Oc2ccc(/C=N/NC(=O)c3c(Cl)cnn3C)cc2)cc1	1	-8	6	-4.2	2	-6.1
12	5	-7	26	COc1ccc(/C=C2\Oc3cc(OCC(N)=O)ccc3C2=O)cc1OC	3	-6	-1	1.8	0	-1.6

Additional entries
item	M18AAP inhibitor	GPR7 antag	PHOSPHO1 block	SMILES	IDE cell inh	pCIP destab	IDE cell activ	VIM-2 inhibitor	NALP1 inh	IMP-1 inh
13	7	1	17	CN(C)/C=N/c1sc2c(c1C#N)CCC2	-1	-4	0	-2.2	7	-2.7
14	-14	-3	19	COc1cc(C(=O)Nc2sc(C)c(C)c2C(=O)O)cc(OC)c1OC	3	8	7	-1.6	12	-2.0
15	-3	6	35	N/C(=N\OC(=O)CCc1ccccc1)c1cccc(Br)c1	2	0	2	-1.6	2	-1.2
16	4	-6	-28	O=C(CCCCCN1C(=O)[C@@H]2Cc3ccccc3CN2C1=O)N[C@@H](Cc1ccc(O)cc1)C(=O)O	7	8	5	-1.5	18	-1.6
17	-1	-18	29	CCOC(=O)C1CCN(C(=O)CCCn2c(=O)c3cccn3c3cccnc32)CC1	-2	-9	2	-0.9	15	-3.3
18	23	-5	-32	O=C(NNc1ccc(Cl)cc1)c1sccc1Cl	2	5	3	0.3	12	2.4
19	0	-3	14	CNc1ccc(/C=C(\C#N)C(=O)Nc2ccccn2)cc1[N+](=O)[O-]	0	-6	3	1.8	-1	-3.4
20	-2	-12	3	O=c1c2c(n3nnnc3n1Cc1ccccc1)-c1ccccc1CC21CCCC1	6	-14	5	0.0	-10	-2.7
21	-17	-4	15	CC(C)C[C@@H]1NC(=O)N(CCCn2ccnc2)C1=O	5	-13	4	-1.9	25	-4.6
22	1	-15	30	Cc1ccc(NC(=O)O/N=C/c2ccc(Br)cc2)cc1	4	4	-2	-3.3	11	-2.2
23	-2	-9	-25	COc1ccc(N2CCN(C(=O)CCCSc3nc4ccccc4[nH]3)CC2)cc1	3	-6	1	-0.9	-1	-5.7
24	-9	-9	34	CC(C)(C)C(=O)Nc1nc2c(s1)COc1ccccc1-2	5	4	5	-1.7	34	-1.1

Structures from the list above that contain an aryl methoxy group:
item	M18AAP inhibitor	GPR7 antag	PHOSPHO1 block	SMILES	IDE cell inh	pCIP destab	IDE cell activ	VIM-2 inhibitor	NALP1 inh	IMP-1 inh
3	13	6	25	COc1cc(NC(=S)N2CCCC(CO)C2)cc(OC)c1 (centres undefined)	2	-8	0	0.0	0	0.2
4	-3	-17	-7	CCOC(=O)c1cc(C)n(Cc2ccc(OCC)c(OC)c2)c1C	6	-12	-1	-0.8	24	-2.1
12	5	-7	26	COc1ccc(/C=C2\Oc3cc(OCC(N)=O)ccc3C2=O)cc1OC	3	-6	-1	1.8	0	-1.6
14	-14	-3	19	COc1cc(C(=O)Nc2sc(C)c(C)c2C(=O)O)cc(OC)c1OC	3	8	7	-1.6	12	-2.0
23	-2	-9	-25	COc1ccc(N2CCN(C(=O)CCCSc3nc4ccccc4[nH]3)CC2)cc1	3	-6	1	-0.9	-1	-5.7

VIM-2 inhibitor: entries above that show a hit
item	M18AAP inhibitor	GPR7 antag	PHOSPHO1 block	SMILES	IDE cell inh	pCIP destab	IDE cell activ	VIM-2 inhibitor	NALP1 inh	IMP-1 inh
8	-1	-7	23	CCCCN(CC)CCNC(=O)c1cc2c(=O)n(C)c3ccccc3c2s1	6	-2	-1	21*	34	1.1

Further structures
item	M18AAP inhibitor	GPR7 antag	PHOSPHO1 block	SMILES	IDE cell inh	pCIP destab	IDE cell activ	VIM-2 inhibitor	NALP1 inh	IMP-1 inh
25	-4	-9	-9	COC(=O)C(C)Sc1nnc(Cc2cc(=O)[nH]c(=O)[nH]2)n1-c1cccc(OC)c1 (centres undefined)	-1	-7	-1	-0.8	-20	-3.5
26	1	2	7	COc1cc([C@H]2[C@@H]3CCCC[C@]3(O)CCN2Cc2ccccc2F)ccc1O	4	-12	4	-2.5	10	-4.0
27	5	-1	-19	COC(=O)[C@H](CC(C)C)NS(=O)(=O)c1ccccc1	-1	-16	4	-1.6	14	-1.4
28	-10	2	42	CCn1c(=O)c2c(nc3n2CCS3)n(C)c1=O	2	-2	-3	-3.1	0	-0.8
29	18	-9	2	CN(C)Cc1c(O)ccc2occ(C(=O)c3ccccc3)c12	-1	5	-6	-0.3	1	0.9
30	-1	6	-13	O=C1NC(c2ccccc2)=C(c2ccccc2)C1=O	8	-2	-2	1.5	3	-0.3
31	4	-6	4	CCCOc1ncnc2c1[nH]c1ccccc12	15	-3	-21	0.4	-2	-3.2
32	-1	-2	19	CC(C)c1ccc(N(CC(=O)NCCc2ccccc2)C(=O)c2csnn2)cc1	0	-9	3	-2.9	2	-1.6
33	6	-2	-5	CS(=O)(=O)N1Cc2ccccc2CC1C(=O)Nc1ccccc1C(N)=O (centres undefined)	9	-4	-4	-1.7	19	-1.6
34	0	-5	-3	C=CCn1c(NC(=O)CC)c(C(=O)OCC)sc1=S	3	-6	0	-4.4	11	-3.9
35	3	12	2	CCCn1cc(SCC(=O)NC2CCCC2)c2ccccc21	7	-3	-3	-1.2	5	-0.9
36	1	3	2	O=C1CS/C(=N\N=C\c2ccco2)N1c1ccccc1	0	-12	2	-3.1	8	-2.6

(next part)
item	M18AAP inhibitor	GPR7 antag	PHOSPHO1 block	SMILES	IDE cell inh	pCIP destab	IDE cell activ	VIM-2 inhibitor	NALP1 inh	IMP-1 inh
37	-6	-13	24	CN(C(=O)CSc1nnc(-c2ccco2)n1N)C1CCCCC1	7	1	7	-2.8	-3	-3.1
38	-1	-1	15	CCN(CC)CC(O)COC(c1ccccc1)c1ccccc1 (centres undefined)	-5	-21	7	-1.0	nt	-2.2
39	8	-2	45	CCOC(=O)C(Cc1ccc(NC(=O)/C(=C/c2ccc(OC(C)=O)cc2)NC(C)=O)cc1)N1C(=O)c2ccccc2C1=O (centres undefined)	-2	-10	0	0.0	7	-1.5
40	-7	10	30	O=C(NCCc1ccccc1)c1ccccc1F	4	-17	5	-2.4	8	-1.8
41	-4	-4	-12	Cc1cccc(C)c1Nc1ncnc(N)c1[N+](=O)[O-]	-3	4	0	-2.9	28	-2.1
42	-8	3	41	COc1ccc(CC2(CO)CCN(Cc3cnn(C)c3)CC2)cc1	nt	-6	3	-4.9	-1	-3.1
43	3	-6	10	CCC(Cc1ccccc1)NS(=O)(=O)c1ccc2c(c1)NC(=O)CO2 (centres undefined)	5	-8	-4	-3.4	-13	-3.9
44	3	2	24	COc1ccc(C(=O)Nc2nnc(SCC(=O)NC3CC3)s2)cc1	1	0	5	1.8	2	-2.9
45	2	-3	-9	CCc1cccc2c(C(=O)COC(=O)c3ccccc3)c[nH]c12	5	0	-7	-0.8	46	-0.2
46	4	-12	44	CCOC(=O)Cc1csc(NC(=O)CN2CCN(CC)CC2)n1	nt	-12	3	-3.4	-11	-3.5
47	3	0	-113	CCN(CC)c1nc2ccccc2c(N)c1-c1ccccc1	1	-2	-2	0.1	4	0.1
48	1	-3	14	COc1cccc2[nH]c(C(=O)NCc3ccccc3)cc12	8	-1	-1	-1.0	13	-1.4

Following part:
item	M18AAP inhibitor	GPR7 antag	PHOSPHO1 block	SMILES	IDE cell inh	pCIP destab	IDE cell activ	VIM-2 inhibitor	NALP1 inh	IMP-1 inh
49	7	0	6	O=C(c1ccco1)N(CC1CCCO1)c1nc(-c2ccccc2)cs1 (centres undefined)	8	-10	-3	0.2	-33	-1.1
50	3	-8	0	COc1ccc(C(=O)NC2=C(C#N)CCC2)cc1OC	1	0	-2	-1.7	nt	-3.9
51	-1	-1	48	Cc1cc(Cl)ccc1NC(=O)c1ccc2c(c1)CCN2S(C)(=O)=O	nt	-5	2	-1.4	9	-1.2
52	-5	-5	38	CN(Cc1ccco1)C(=O)c1cc2c(s1)-c1ccc(Cl)cc1S(=O)(=O)C2	1	-8	7	3.0	7	-2.1
53	-11	-12	0	COc1cc(/C=C/C(=O)N2CCCC2)cc(OC)c1OC	10	-3	0	-1.0	12	-0.6
54	2	-10	-8	O=C1CC(c2ccccc2Cl)c2c(sc3c(=O)[nH]c(CCl)nc23)N1 (centres undefined)	1	3	nt	-3.5	0	-3.7
55	0	-6	-12	Cn1cnc(S(=O)(=O)N2CCc3ccccc32)c1	0	-6	1	-1.7	13	-0.8
56	2	-12	7	CCOC(=O)c1ccc(-c2cccc(C(F)(F)F)c2)nc1C	0	1	6	-6.9	35	-2.1
57	-14	-3	-30	CCOC(=O)CSc1ccc2ccccc2n1	-5	6	1	0.5	10	-0.7
58	6	8	24	O=C(O)CC1(CC(=O)Nc2cccc(C(F)(F)F)c2)CCCC1	2	3	1	0.6	20	-0.7
59	2	3	8	COc1ccccc1C(=O)N/N=C(\C)CC(=O)Nc1ccc(Cl)cn1	1	4	2	-4.1	nt	-3.4
60	0	-13	-9	Cc1cc(C)cc(Nc2ncc3c(n2)CCCC3=O)c1	3	2	4	-3.8	8	-1.8
61	-4	-5	11	CSc1nsc(SCC(=O)Nc2nc3ccccc3s2)n1	0	-6	2	-4.3	24	-4.7
